IL1B cytotox – HUVEC cytotoxicity counter-screen, IL-1B stimulated; HUVEC cell count loss, Hoechst imaging; cell count reduction, % at 2 µM; actives 0.41% (n = 94,000); AID 845;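 active means cell count reduction more than 3 SD above the screen-wide mean, cut at about 70% in these data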;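 further: normalized per plate to untreated control cells as the no-loss baseline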
PTPN22 inh 2 – blocks human PTPN22 phosphatase activity; inhibition, % at 2 µM; Q9Y2R2; actives 0.21% (n = 96,000); recombinant LYP catalytic domain, DiFMUP fluorescence;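 active means inhibition at 2 µM at or above a set limit, the screen mean plus 3 SD, cut at about 24% in these data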;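 further: 0% = DMSO with enzyme and 100% = enzyme fully blocked by orthovanadate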
F-actin modifier – alters cytoskeleton assembly in HUVEC cells; inhibition, % at 2 µM; HUVEC TNFa F-actin phalloidin imaging, high content; actives 0.18% (n = 91,000);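 active means inhibition above the batch mean plus 3 SD and confirmed as a hit by visual image inspection, cut at about 30% in these data, passing the limit was not always enough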; further: strong numbers were not always called active
HUVEC tox TNFa – HUVEC cytotoxicity counter-screen, TNF alpha stimulated; HUVEC TNFalpha-stimulated, Hoechst cell count, imaging; cell count reduction, % at 2 µM; actives 0.17% (n = 93,000);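 active means cell count reduction exceeding the screen mean by over 5 SD, scaled to untreated wells per plate, cut at about 78% in these data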;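 further: cells counted after 24 h of TNF alpha exposure following the 1 h pretreatment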
MT1-MMP txn act – MT1-MMP promoter transcription activation | HT1080 MT1-MMP promoter luciferase reporter, luminescence, overnight; active compounds read high | activation factor at 10 µM | actives 0.16% (n = 86,000) | AID 750;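 active means activation factor of at least 2 for MT1-MMP transcription at 10 µM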
DAT uptake mod – changed human dopamine transporter uptake under cocaine IC80; LLC-PK1 hDAT cells, [14C]-dopamine uptake with cocaine IC80; actives deviate in either direction; B-score at 10 µM; Q01959; actives 1.3% (n = 110,000);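 active means Z score or B-score, a plate-position-corrected score, falls beyond the plate's 99.7% confidence bounds, in either direction; inactive means both scores lie inside the 99.7% bounds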;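 further: scored against the spread of the other compound wells on the same plate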
Target sequence (Q01959 whole entry, looked up): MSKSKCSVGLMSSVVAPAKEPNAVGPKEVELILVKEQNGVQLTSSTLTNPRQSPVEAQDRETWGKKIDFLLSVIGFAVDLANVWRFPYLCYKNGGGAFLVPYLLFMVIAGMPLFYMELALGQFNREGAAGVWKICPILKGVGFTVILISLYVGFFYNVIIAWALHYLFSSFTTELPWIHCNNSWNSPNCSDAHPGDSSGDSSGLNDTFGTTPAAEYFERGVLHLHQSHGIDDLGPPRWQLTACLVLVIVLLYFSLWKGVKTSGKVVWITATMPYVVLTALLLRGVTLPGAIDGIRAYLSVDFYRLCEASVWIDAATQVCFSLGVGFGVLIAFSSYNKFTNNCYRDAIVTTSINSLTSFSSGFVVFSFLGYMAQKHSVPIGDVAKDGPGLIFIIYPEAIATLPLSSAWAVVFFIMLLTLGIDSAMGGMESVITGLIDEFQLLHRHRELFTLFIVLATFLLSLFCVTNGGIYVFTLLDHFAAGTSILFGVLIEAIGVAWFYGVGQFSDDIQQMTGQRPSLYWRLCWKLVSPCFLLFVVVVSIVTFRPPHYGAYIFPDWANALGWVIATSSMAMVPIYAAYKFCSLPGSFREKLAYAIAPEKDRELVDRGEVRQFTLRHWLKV
Smad3 inh – inhibitors of human Smad3 transcription factor binding | P84022 | TR-FRET Smad3/Dy647-FoxH1 peptide binding, europium anti-His | inhibition, % at 25 µM | actives 0.29% (n = 88,000);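 active means compounds that reduce the energy-transfer binding signal between the protein and its labelled peptide by more than half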;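 further: 0% = Smad3 plus labelled peptide maximal FRET and 100% = peptide-only background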
Target sequence (P84022 whole entry, looked up): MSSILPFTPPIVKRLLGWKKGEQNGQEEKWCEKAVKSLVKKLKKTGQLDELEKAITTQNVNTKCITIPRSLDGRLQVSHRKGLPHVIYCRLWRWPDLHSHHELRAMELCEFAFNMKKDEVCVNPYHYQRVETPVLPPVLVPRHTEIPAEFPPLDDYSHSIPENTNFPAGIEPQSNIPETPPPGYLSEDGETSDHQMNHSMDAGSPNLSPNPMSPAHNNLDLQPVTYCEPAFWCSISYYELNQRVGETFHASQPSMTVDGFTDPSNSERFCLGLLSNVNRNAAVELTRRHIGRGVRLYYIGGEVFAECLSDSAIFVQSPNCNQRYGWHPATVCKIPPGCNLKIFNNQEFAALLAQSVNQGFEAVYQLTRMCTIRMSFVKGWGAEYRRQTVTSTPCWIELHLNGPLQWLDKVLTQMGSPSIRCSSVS
VCAM1 TNFa inh – reduces TNF alpha induced VCAM1 expression in HUVEC; inhibition, % at 2 µM; HUVEC TNFa-induced VCAM-1 immunofluorescence, high-content imaging; actives 0.48% (n = 95,000); AID 802;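 active means inhibition above the batch mean plus 3 SD, with images confirmed as a hit by eye, cut at about 37% in these data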;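 further: 0% = TNF-stimulated DMSO wells and 100% = unstimulated control wells; not every result past the cut was called active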
Candida biofilm – kills Candida albicans biofilms | C. albicans biofilm + clotrimazole, Alamar Blue | inhibition, % at 6 µM | actives 0.14% (n = 85,000) | AID 834;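 active means inhibition above 20%; inactive means inhibition below 20%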;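 further: preformed 24 hr biofilms exposed to compound for 48 hr; 0% = biofilm without compound and 100% = blank killed by clotrimazole plus chlorhexidine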
Numbers without * were called inactive; . = no result given; [ ] = dose if it differs, or a comment. Not all compounds are listed, so the mix of outcomes need not match the whole.

The line under a structure holds: IL1B cytotox	PTPN22 inh 2	F-actin modifier	HUVEC tox TNFa	MT1-MMP txn act	DAT uptake mod	Smad3 inh	VCAM1 TNFa inh	Candida biofilm
> COc1ccccc1N1CCN(C(=O)C(F)F)CC1
 : -4.3	10.8	10.0	0.6	1.3	0.0381	1.8	10.8	3.5
> Cc1cc(=O)n2nc(N3CCCC(C(=O)N4CCN(c5ccccc5)CC4)C3)sc2n1 (stereo unspecified)
 : .	.	.	.	1	1.39	4.9	.	3.7
> CCCN(CCC)CCNc1c(N2CCN(C(=O)OCC)CC2)c(=O)c1=O
 : 21.0	4.8	-0.8	-7.3	1.2	0.51	2.2	-6.0	-1.6
> O=C(CN1CCCCC1)N1CCCc2c1c(=O)oc1ccc(OCc3ccccc3)cc21
 : -2.8	4.5	-14.1	6.2	1	0.547	1.6	-6.5	6.9
> CCOc1ccc(N2CC(C(=O)Nc3ccc(N4CCOCC4)cc3)CC2=O)cc1 (stereo unspecified)
 : -8.3	-12.1	-21.8	-9.3	1.1	-0.29	11.4	-7.7	1.4
> CSc1cc(-c2ccccc2)n(Cc2ccc(Cl)cc2Cl)c(=O)c1C#N
 : -5.5	-5.8	.	-23.3	1	0.452	1.9	22.1	7.8
> CCc1nnc(SCC(=O)Nc2ccc(C(C)=O)cc2)nc1CC
 : .	.	.	.	1.1	0.0364	13.4	.	-2.2
> CCOC(=O)C1CCN(c2nc3cc(OC)ccc3cc2C#N)CC1
 : 0.0	-0.7	4.3	2.2	1	0.229	10.3	-3.6	2.1
> Cc1nnc(SCc2cccs2)[nH]c1=O
 : -48.5	-0.9	12.8	-15.2	1	-0.0004	.	-4.7	.
> CCOc1ccccc1-c1nc(-c2ccncc2)no1
 : -95.6	4.4	5.9	-3.1	1.3	0.731	1.2	-1.6	4.0
> COc1ccc(Cl)cc1NC(=O)N1CCN(S(C)(=O)=O)CC1
 : -0.8	-4.3	-11.7	-20.0	1.1	-0.482	-6.7	3.5	8.1
> Cc1ccc(SCCNC(=O)c2cccc([N+](=O)[O-])c2C)cc1
 : 2.3	5.5	2.9	-2.7	.	2.41	.	-14.4	.
> CC(=O)c1ccc(-n2nncc2C(C)(C)C)cc1
 : -11.5	-2.5	-8.2	-25.8	1.1	-0.262	0.7	15.7	4.8
> O=C1CCCC(=NCc2ccco2)C1
 : -18.0	4.1	6.6	-16.2	1	0.228	-12.1	1.4	-0.3
> O=C(NC1CCCCC1)C(c1cccs1)N(C(=O)Cc1c[nH]c2ccccc12)c1ccc(F)cc1 (stereo unspecified)
 : -32.9	1.0	-9.7	3.0	.	0.398	.	2.6	.
> COc1ccc2nc(Nc3nc(C)c(C(C)=O)s3)sc2c1
 : .	.	.	.	1.3	0.132	-7.2	.	7.6
> O=C(CN1CCN(CC(=O)Nc2ccc3c(c2)OCO3)CC1)Nc1ccc(F)cc1
 : -5.9	13.2	14.8	29.1	1.1	0.0977	.	21.4	.
> COC(=O)CNC(=O)c1c(C)cc(=O)oc1C
 : 0.0	12.8	4.1	0.8	0.9	0.0562	1.7	9.1	3.7
> O=C(NCCc1ccccc1)c1cc(-c2ccco2)on1
 : -5.1	5.8	21.4	-30.5	1.5	0.123	12.8	-11.3	7.6
> Cc1nc2ncnn2c(C)c1CCC(=O)N1CCN(c2ccccn2)CC1
 : .	.	.	.	1.1	-0.197	-9.0	.	-2.8
> O=C(N1CCCCC1)N1CCCN(C(=O)N2CCCCC2)CC1
 : 25.5	-4.7	-9.3	-7.7	1.1	0.393	3.3	5.2	4.8
> O=C(O)c1ccccc1C(=O)N1CCN(c2ccccc2)CC1
 : 2.6	-1.7	-9.2	-6.5	1.1	0.129	2.6	-2.5	5.8
> N#CC1=C(N)OC2=C(CN(Cc3ccccc3)C/C2=C\c2cccnc2)C1c1cccnc1 (stereo unspecified)
 : 29.4	4.0	-25.8	-7.6	.	-1.45	.	0.1	.
> N#CCSc1nc2c(c(C3CC=CCC3)c1C#N)CCC2 (stereo unspecified)
 : -43.9	-22.6	11.6	-11.0	1	-0.25	3.4	-14.7	-0.1
> Cc1ccsc1C(=O)OCc1nc2ccccc2c(=O)[nH]1
 : 31.5	12.6	-2.4	-10.8	1.5	-0.233	3.2	0.1	-1.7
> c1ccc(-n2cnc3cc(NCc4cccs4)ccc32)cc1
 : -0.3	-8.4	-6.0	1.4	1.1	-2.14	9.3	3.2	3.8
> O=C(N1CCCCCC1)N1CCN(C(=O)N2CCCCC2)CC1
 : -8.2	0.9	9.1	-14.2	1	0.261	3.2[fluorescence artefact?]	18.8	3.5
> Cc1nnc(NC(=O)c2sc3ccccc3c2Cl)s1
 : 14.0	-1.0	-34.0	-1.8	0.3	0.714	15.0[fluorescence artefact?]	-3.0	0.1
> CSc1cnn(-c2ccccc2)c(=O)c1SC
 : -61.6	-2.5	.	-39.4	1.2	-0.0201	-8.2[fluorescence artefact?]	0.0	8.6
> CCN(CC(=O)Nc1ccc2c(c1)OCCO2)Cc1cc(=O)oc2c(C)c(C)ccc12
 : -0.5	11.9	37.2	-13.9	1	-0.0662	6.5	-0.3	6.3
> O=C1CC(c2ccccc2)CC(O)=C1C=NCCCN1CCOCC1 (stereo unspecified)
 : 9.7	6.1	-12.2	-14.3	1.1	-0.241	-6.1	23.7	3.7
> CCCc1ccc(S(=O)(=O)NCCc2ccncc2)cc1
 : -3.0	11.8	31.5	-28.2	1.1	0.257	-10.4	2.5	2.7
> COc1cc(C(=O)Oc2ccccc2N)cc(OC)c1OC
 : .	.	.	.	0.9	0.654	15.2	.	4.2
> CC(C)CCn1nnnc1C(c1ccccc1)N1CCC(C(N)=O)CC1 (stereo unspecified)
 : -34.6	-2.1	0.7	-21.0	1	1.9	.	3.2	.
> COC(=O)c1ccc(C(=O)OC)c(NC(=O)c2cnc3n(c2=O)CCS3)c1
 : -38.2	4.0	15.2	-14.7	1.1	-0.248	2.9	-0.7	8.4
> Cc1ccccc1CNCc1cccnc1
 : -42.1	-4.8	-7.8	-6.8	1	-0.0645	9.6	13.3	4.7
> CC1C/C(=N\NC(=S)NCc2ccccc2)CC(C)(C)C1 (stereo unspecified)
 : 1.6	-5.8	18.6	-12.0	.	-0.864	.	1.5	.
> CCN(Cc1ccccc1)CC(O)COc1ccccc1 (stereo unspecified)
 : -14.5	-5.7	.	-10.1	1.3	-0.0477	7.5	0.5	3.3
> COc1ccc2[nH]c(=O)c(CN(C)C(=O)COc3ccccc3)cc2c1
 : 1.0	1.2	-4.6	-28.2	1	0.0217	3.7	26.0	-13.6
> CCOC(=O)N1CCN(C(=O)COc2cc(=O)n(C)c3ccccc23)CC1
 : -6.8	-17.4	7.3	-5.3	1.2	-1.04	-6.2	27.3	2.3
> Cc1ccc(OCCCC(=O)NCc2ccco2)cc1
 : -11.3	-16.1	-4.3	-24.2	.	-1.08	.	2.4	.
> CC(C)CCNC(=O)NC(=O)COC(=O)/C=C/c1cnc2ccccc2n1
 : -17.6	1.0	-19.8	-9.4	.	.	.	12.0	.
> COC(=O)c1ccc(NC(=O)CSc2nnc(C)n2-c2ccccc2)cc1
 : -6.8	-6.5	-1.5	-21.5	1.2	0.656	3.4	16.3	3.8
> CCOC(=O)c1c(-c2ccc(C)o2)csc1NC(=O)CN1CCOCC1
 : -175.8	1.6	19.4	-23.3	1.2	-0.21	3.4	-4.6	3.9
> O=C(CC1Nc2ccccc2NC1=O)c1ccccc1 (stereo unspecified)
 : 2.1	-0.2	17.6	-14.3	1.2	-0.876	-4.2	-5.2	2.6
> CC1(C)OC(=O)C(=NNc2ccc(Cl)cc2)C(=O)O1
 : -2.7	-11.0	-7.4	-21.1	.	-1.07	.	13.6	.
> COc1cccc(COc2ccccc2C2Nc3ccc(Br)cc3C(=O)N2NC(=O)c2ccncc2)c1 (stereo unspecified)
 : -106.4	0.3	2.0	-7.9	.	.	.	4.9	.
> COc1ccc(C(=O)Nc2c3c(nn2-c2cccc(Cl)c2)CS(=O)C3)cc1 (stereo unspecified)
 : 14.1	-6.6	-30.3	19.7	1.1	0.0139	-0.8	-12.4	7.7
> CC(C)n1c(SCC(=O)NCc2ccco2)nc2c1c(=O)n(C)c(=O)n2C
 : -7.3	5.6	0.7	8.4	1	0.227	2.5	-2.4	-0.2
> COc1ccc(CN2CCOCC2)c(C)c1C
 : -4.1	-4.0	-11.3	-6.2	1.3	0.412	-1.3	-2.0	4.7
> COc1nc(NCCN2CCOCC2)nc(Nc2ccccc2)n1
 : 6.3	-4.8	-8.1	-19.1	1.6	-0.361	-15.6	5.5	6.6
> O=C(Cn1cnnn1)OCC(=O)c1ccc(Cl)s1
 : -45.0	10.9	4.0	-20.6	1.2	-0.789	.	10.2	.
> NC1=NS(=O)(=O)NC1c1ccc(Cl)cc1 (stereo unspecified)
 : -3.7	-7.5	-4.8	-9.4	1.2	0.506	5.6	-5.4	-0.2
> O=C(COC(=O)[C@H](Cc1ccccc1)NS(=O)(=O)c1ccccc1F)NC1CCCCC1
 : -3.4	-0.5	10.1	-22.0	.	1.34	.	5.6	.
> O=C(O)c1ccccc1S(=O)(=O)NCC(O)COc1ccc(Br)cc1 (stereo unspecified)
 : -5.7	0.1	-4.9	-1.1	1.2	-0.0903	7.5	1.4	1.1
> CC1CC(C)CN(c2nc3c(c(=O)n(C)c(=O)n3C)n2CCSc2ncccn2)C1 (stereo unspecified)
 : -3.2	-13.5	-2.7	-34.8	1.2	0.755	-3.1	9.4	7.0
> Cc1ccc(S(=O)(=O)N(C)c2ccccc2)cc1
 : 9.6	4.3	5.9	-3.9	1.3	-0.249	-5.9	0.1	-2.5
> COc1ccc(C(=O)/C=C/N(C)C)cc1OC
 : 30.1	-0.5	10.8	3.0	.	0.131	.	20.4	.
> O=C(COc1ccccc1)Nc1ccc(-c2nnc(-c3ccco3)o2)cc1
 : -191.4	3.8	17.1	-27.0	1.1	-1.08	14.7[fluorescence artefact?]	6.2	2.1
> C=CCOc1c(Br)cc(CNc2nccs2)cc1OC
 : -7.7	8.5	11.4	-22.1	1.2	0.0188	5.4[fluorescence artefact?]	-3.7	1.6

The listing continues:
The line under a structure holds: IL1B cytotox	PTPN22 inh 2	F-actin modifier	HUVEC tox TNFa	MT1-MMP txn act	DAT uptake mod	Smad3 inh	VCAM1 TNFa inh	Candida biofilm
> COc1ccc2cc(CCNC(=O)C3CC3)c(=O)[nH]c2c1
 : -20.0	3.0	.	-45.1	1.2	.	-0.1	-12.2	6.1
> O=C1c2ccccc2COc2ccc(O)cc21
 : 0.6	5.9	34.4	2.4	1.4	-1.35	-0.3	8.5	3.5
> CCC(C(=O)NC(C)(C)C)N(C(=O)Cn1nnc(-c2ccccc2F)n1)c1cccc2c1CCCC2 (stereo unspecified)
 : -2.6	2.9	21.7	-27.3	.	-1.03	.	11.4	.
> CN1CCN(C(=O)c2ccc3c(c2)OCCO3)CC1
 : -28.2	-1.1	-4.3	-34.6	1.3	-0.155	1.4	24.8	-3.8
> CCOc1cccc(C(=O)NC(=S)Nc2ccc(N3CCCC3)cc2)c1
 : 11.3	8.9	10.4	-16.2	.	0.759*	.	-2.1	.
> Cc1cccc(OCCC(=O)NCC(c2ccco2)N2CCCCC2)c1 (stereo unspecified)
 : 2.6	3.4	6.7	1.5	.	-0.413	.	-17.0	.
> O=C(NCc1ccco1)c1cnn2c(C(F)(F)F)cc(-c3cccs3)nc12
 : -39.1	-10.0	-6.6	-5.4	1.2	-0.129	-7.4	-1.4	1.8
> COCCN(C(=O)CCC(=O)Nc1ccccn1)C(C(=O)NC1CCCC1)c1ccc(OC)cc1 (stereo unspecified)
 : -6.8	0.4	28.8	-3.0	1	-0.069	6.7	3.4	4.1

Assay outcomes: PubChem BioAssay, several laboratories
